# GLP1R inv ag = qHTS of GLP-1 Receptor Inverse Agonists (Inhibition Mode); Glucagon-like peptide 1 receptor (Homo sapiens), P43220; AID 624417, 2012; Potency, µM (doses to about 38.3 µM), inactives show at the top dose activity change, negative = inhibition, actives largely listed as inhibitors; HEK293 GLP-1R CRE-luciferase, luminescence, 24 h; GLP-1R form is constitutively active; hit rate 1.6% among 410,000; further: potency means the concentration at half of the fitted maximal effect; on the % scale 0 is the no-effect control and ±100 the full control effect; nearly all actives have a fitted effect of over 55% in size
#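 Assay principle: reduced luminescence from a cAMP-responsive reporter in HEK293 cells co-expressing a constitutively active GLP-1R. Conditions: 24 hr compound incubation, 37 deg C, 5% CO2.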
# D3 antag = qHTS of D3 Dopamine Receptor Antagonist: qHTS | D3R cells, DiscoveRx beta-arrestin luminescence, antagonist mode; hits give low values | max response, negative = inhibition, % | hit rate 2.5% among 360,000 | AID 652054, 2013; in the data active means max response below about -50%; inconclusive means no clear call, values can overlap the other calls; further: on the % scale 0 is the no-effect control and ±100 the full control effect; mostly tested at two doses, the higher about 12 µM
# Target sequence (P35462 whole entry, looked up): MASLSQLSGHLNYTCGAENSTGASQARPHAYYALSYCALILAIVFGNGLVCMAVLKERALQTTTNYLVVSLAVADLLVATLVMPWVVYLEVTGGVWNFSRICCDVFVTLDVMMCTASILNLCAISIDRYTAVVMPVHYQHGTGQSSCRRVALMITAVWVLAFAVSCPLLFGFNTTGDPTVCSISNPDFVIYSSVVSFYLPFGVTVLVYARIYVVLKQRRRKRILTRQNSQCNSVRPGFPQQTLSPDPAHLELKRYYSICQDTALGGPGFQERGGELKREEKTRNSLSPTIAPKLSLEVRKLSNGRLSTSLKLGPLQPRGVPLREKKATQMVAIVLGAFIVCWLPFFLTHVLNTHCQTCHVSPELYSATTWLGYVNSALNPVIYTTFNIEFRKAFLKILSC
#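 Cells expressing the human receptor were seeded at 1500 cells/well, incubated overnight at 37 degrees C in 5% CO2, then exposed to library compounds with dopamine controls for 90 minutes at 37 degrees C before luminescent detection.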
# aSyn rescue = qHTS of alpha-syn Inhibitors | hit rate 0.14% among 370,000 | AID 652106, 2013 | Yeast expressing alpha-synuclein, growth rescue, BacTiter-Glo, 24 h | Potency, µM (titrated, usually from 46.1 µM), without a hit: at the highest dose growth rescue (activation), usual class: activators; further: potency means the concentration at half of the fitted maximal effect; % of control where 0% means no effect; nearly all actives have a fitted effect of over 65% in size
#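 Galactose-induced alpha-syn yeast (OD600=0.02, raffinose-pregrown) + pinned cpd, 24 hr, 30 deg C; growth by BacTiter-Glo luminescence. Growth restoration scores as activation.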
# Abeta rescue = qHTS for compounds that reverse cellular toxicity of Amyloid beta (A-beta) peptide in yeast: Primary Screen; yeast expressing A-beta42, growth rescue, OD600, 48 h; response scale: 0% DMSO, 100% iron-clioquinol control; Potency, µM (highest dose often 46.1 µM), for inactives: top-dose growth rescue, most hits filed as activators; hit rate 0.063% among 410,000; AID 1347071, 2019; further: potency means the concentration at half of the fitted maximal effect; nearly all actives have a fitted effect of over 55% in size
#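 Growth rescue measured by 600 nm absorbance after 48 h yeast culture at 30 C with compound. Values normalized between DMSO and an equimolar ferric chloride plus clioquinol control.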
# FUS suppressor = qHTS for Suppressors of FUS Proteinopathy: Primary screen using FUS-linked yeast assay. Potency, µM (series often up to 76.6 µM), inactives show top-dose growth rescue (activation), usual class: activators. hit rate 0.24% among 390,000. S. cerevisiae FUS-expressing, growth rescue, OD600, 24 h;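 further: potency means the concentration at half of the fitted maximal effect; plate controls were DMSO vehicle for no effect and reference control for full effect; nearly all actives have a fitted effect of over 55% in size; some results filed as inactive show a strong effect at the top dose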
#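 Toxicity suppression screen in FUS-yeast. Cells induced with 2% galactose, starting OD 0.005, treated 24hr at 30C with compounds at multiple final concentrations; growth by OD600.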
# pAkt inh = HTS Assay for Inhibitors of Akt Phophorylation: Primary Screen. hit rate 0.32% among 360,000. activity change, % for hits at 50 µM. Neuro2A IGF-stimulated pAkt S473 HTRF, 20 min; hits give low values; in the data active means activity change below about -80%; inconclusive means mostly about -51% to -80%; further: on the % scale 0 is the no-effect control and ±100 the full control effect
#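 Neuro2A cells in DMEM with 0.5% FBS, overnight at 37 deg C, given compound at single 50 µM final, then IGF (6 nM final) for 20 min at 37 deg C. Lysed; phospho-Akt Ser473 by HTRF after 24 h, 665/615 ratio.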
# TDP-43 yeast inh = qHTS of TDP-43 Inhibitors | TDP-43 expressing yeast growth rescue, BacTiter-Glo, 24 h | hit rate 1.8% among 410,000 | Potency, µM (titrated, usually from 46.1 µM), inactives show top-dose growth rescue (activation), actives largely listed as activators; further: potency means the concentration at half of the fitted maximal effect; % of control where 0% means no effect; nearly all actives have a fitted effect of over 50% in size
#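 Yeast expressing TDP-43 (pregrown in raffinose, seeded at OD600=0.02 in galactose medium) exposed to compounds 24 hr at 30 deg C. Growth read by BacTiter-Glo luminescence; rescue of toxicity appears as increased signal.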
# GLP-1R agonist = qHTS of GLP-1 Receptor Agonists; Glucagon-like peptide 1 receptor (Homo sapiens), P43220; HEK293 GLP-1R CRE-luciferase, luminescence, 4-6 h; cells express a hypersensitive GLP-1R form; Potency, µM (doses to about 45.6 µM), inactives show at the highest dose activation, actives largely listed as activators; hit rate 0.007% among 380,000; further: potency means the concentration at half of the fitted maximal effect; % of control where 0% means no effect
# PTHR1 ag = qHTS for PTHR1 Agonists: Primary Screen; Parathyroid hormone/parathyroid hormone-related peptide receptor (Homo sapiens), Q03431; hit rate 0.075% among 410,000; Potency, µM (highest dose often 115 µM), without a hit: top-dose activation, usual class: activators; HEK293 GP2 PTHR1 cells, GloSensor cAMP luminescence, 1 h; further: potency means the concentration at half of the fitted maximal effect; nearly all actives have a fitted effect of over 55% in size; some results filed as inactive show a strong effect at the top dose; inactives centre near -15; many of its hits are not listed in these tables
# Target sequence (Q03431 whole entry, looked up): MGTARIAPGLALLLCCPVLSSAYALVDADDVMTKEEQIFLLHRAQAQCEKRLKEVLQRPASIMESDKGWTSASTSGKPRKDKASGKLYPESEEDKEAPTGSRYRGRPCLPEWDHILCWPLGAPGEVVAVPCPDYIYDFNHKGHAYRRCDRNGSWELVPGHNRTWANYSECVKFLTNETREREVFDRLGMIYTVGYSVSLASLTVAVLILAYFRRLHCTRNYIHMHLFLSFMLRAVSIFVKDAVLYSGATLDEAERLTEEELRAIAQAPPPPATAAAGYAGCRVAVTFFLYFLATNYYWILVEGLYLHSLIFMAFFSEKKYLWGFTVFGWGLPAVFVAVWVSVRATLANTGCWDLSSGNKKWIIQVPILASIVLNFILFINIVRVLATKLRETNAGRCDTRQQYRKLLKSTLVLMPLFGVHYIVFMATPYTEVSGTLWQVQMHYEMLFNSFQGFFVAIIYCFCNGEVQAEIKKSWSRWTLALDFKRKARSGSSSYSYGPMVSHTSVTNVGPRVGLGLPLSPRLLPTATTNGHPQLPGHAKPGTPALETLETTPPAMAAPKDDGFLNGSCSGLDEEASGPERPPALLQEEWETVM
#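 HEK-293-derived GP2 cells expressing PTHR1 and a GloSensor cAMP reporter, 3,000/well, plated overnight, given luciferin plus IBMX (each 0.5 mM as added) for 1 h at 37 °C, then compound for 1 h at 37 °C. Luminescence was read after 15 min at room temperature.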
# Starred values were filed as active, the others as inactive; i = inactive; ? = inconclusive; . = no result given; & = joins results of further samples; [ ] = dose if it differs, or a comment. Unless noted, the call rests on the fitted dose curve; in most records, active means well fitted curve in the direction sought with a large enough effect; inconclusive means small, poorly fitted or top-dose-only effect, or another doubt; inactive means no such curve, though single readings can be large; an effect the other way counts as inactive or inconclusive. An excerpt; rates above refer to the full screens.
SMILES,GLP1R inv ag,D3 antag,aSyn rescue,Abeta rescue,FUS suppressor,pAkt inh,TDP-43 yeast inh,GLP-1R agonist,PTHR1 ag
CCN(CC)CCCn1c2c(c(SCC(=O)Nc3cc(OC)cc(OC)c3)nc1=O)CCC2,?,3,-9%,8%,12%,i,15%,4%,-19%
O=C(CSc1ncc(C(F)(F)F)cc1Cl)N1CCN(S(=O)(=O)c2ccc(Cl)cc2)CC1,?,4,?,23%,1%,i,-6%,3%,-5%[57.5 µM]
COc1ccc(OC)c(C(=O)CN2C(=O)C(=O)N(C3CCCC3)C2=O)c1,15%,-1,-11%,2%,-12%,i,20%,-2%,i
COc1ccc(OC)c(NC(=S)N2c3ccccc3CC2C)c1 (configuration not stated),?,5,4%,24%,28%,i,17%,-3%,i
COc1ccc(CCNC(=O)C(=O)NCC2OCCN2S(=O)(=O)c2ccc(Br)cc2)cc1OC (configuration not stated),8%,0,0%,15%,.,i,-3%,1%,-24%
Nn1c(SCC(=O)NCCC2=CCCCC2)nnc1C(F)(F)F,-8%,-13,-7%,-10%,13%,.,-18%,-10%,-9%[57.5 µM]
Cc1ccc(C(=O)Nc2ccc3c(c2)nc(CCNC(=O)c2ccco2)n3C)cc1,13%,1,0%,-2%,3%,i,6%,5%,-77%[inhibitor]
CC(C)CN(C(=O)CN1CCC(C)CC1)c1c(N)n(CC(C)C)c(=O)[nH]c1=O,18%,-8,2%,18%,-43%,i,25%,7%,-11%
C=CCOC(=O)C1=C[C@@H](c2csc3ccccc23)[C@H](CCCO)[C@@H](OCC)O1,?,7,15%,21%,?,i,19%,25%,i
CCCS(=O)(=O)c1nnnn1-c1cccc(OC)c1,?,?,-4%,-91%[inhibitor],-3%,i,11µM*,-15%,-30%[inhibitor]
O=C(c1ccc2c(c1)OCO2)N1CCN(c2ccccn2)CC1,1%,6,1%,17%,.,i,24%,1%,-3%
COC(=O)c1ccc(NC(=O)CN(Cc2ccc(Cl)cc2)S(C)(=O)=O)cc1,0%,-11,15%,6%,?,i,-4%,7%,?
CC1(C)O[C@H]2CC(=O)OC[C@]23[C@H]2CC[C@@]4(C)[C@H](c5ccoc5)OC(=O)[C@H]5O[C@]54[C@]2(C)[C@@H](O)C[C@@H]13,10%,38,0%,3%,-3%,i,6%,-1%,-24%
CCn1c(SCC(=O)NC2(C#N)CCCCC2)nc2ccccc2c1=O,9%,11,1%,-5%,21%,i,6%,2%,i
Cc1cccc(NC(=S)N2CCN(c3cc(C)ccc3C)CC2)c1,?,-9,-5%,14%,-33%,i,24%,-16%,i
Cc1nc(SCC(=O)Nc2c(C)n(C)n(-c3ccccc3)c2=O)c2cnn(-c3ccccc3)c2n1,-18%,1,4%,-8%,28%,i,5%,15%,-9%
COc1cccc(CN2CCN(CCc3ccccc3)C(CCO)C2)c1OC (configuration not stated),-8%,-9,0%,-9%,-15%,i,11%,2%,i
CCCOc1ccc(CNC(=O)C2CCN(c3nnc(N4CCCC4=O)s3)CC2)cc1,-5%,-24,-1%,-10%,-13%,i,-10%,-7%,-22%
c1ccc(COc2ccc(-c3cc4nc(NCCN5CCOCC5)ccn4n3)cc2)cc1,?,13,-2%,-28%,27%,i,-5%,-4%,-47%[inhibitor]
CC(=O)c1sc(N)nc1C,9%&0%,-24&0,-2%&2%,-4%&-26%,-25%&-9%,i,4%&-4%,-4%&-2%,-14%&-21%
Cn1nc(C(F)(F)F)c(CNC(=O)C(C)(C)CCl)c1N1CCOCC1,1%,-1,-4%,0%,8%,i,.,-1%,i
Cc1cc(NC(=O)CCCC(=O)N(CC(=O)NC2CCCCC2)c2ccccc2)no1,2%,-10,4%,11%,25%,i,0%,-2%,-25%
CCc1noc(C)c1C(=O)N1CCN(S(=O)(=O)c2ccc(Cl)s2)CC1,9%,7,-1%,-9%,3%,i,-13%,8%,-16%
CC(C)(C)NC(=O)NC(=O)COC(=O)Cn1c(C(F)(F)F)nc2ccccc21,0%,-19,-1%,9%,32%,i,18%,-4%,-14%
COc1ccc(C(=O)Nc2ccccc2NC(=O)c2ccc(OC)cc2)cc1,3%,17,1%,-5%,11%,i,3%,12%,-41%[inhibitor]
# (next part)
SMILES,GLP1R inv ag,D3 antag,aSyn rescue,Abeta rescue,FUS suppressor,pAkt inh,TDP-43 yeast inh,GLP-1R agonist,PTHR1 ag
C=CCNC(=O)COC(=O)COc1ccc(Cl)cc1C,2%,-13,2%,7%,17%,i,-8%,2%,i
O=C(N=Nc1c(O)n(Cc2ccccc2)c2ccccc12)c1ccc(O)cc1,9%,-2,1%,-16%,.,i,?,10%,-20%
O=C(Nc1ccnn1C1CCN(C(=O)c2ccc(Cl)c(F)c2)CC1)C1CCOC1 (configuration not stated),-23%,-11,-2%,10%,.,i,-2%,2%,-17%
Cc1cccc(S(=O)(=O)c2cn(Cc3ccccc3)c3cc(N4CCCCC4)c(F)cc3c2=O)c1,-2%,.,.,-6%,21%,.,15%,.,i
CCC(C)NC(=O)CNS(=O)(=O)c1ccc(C)cc1 (configuration not stated),11%,34,3%,-13%,-17%,i,12%,-4%,i
CC(C)c1c(C(=O)N/N=C/C2CC=CCC2)nnn1-c1nonc1N (configuration not stated),13%,0,-4%,-2%,-15%,i,-3%,1%,-21%
COc1ccc(Cn2ccnc2SCC(=O)Nc2ccccc2)cc1,-6%,-1,0%,10%,15%,i,-21%,4%,-17%
Cc1oc(-c2ccccc2F)nc1Cn1c(SCc2cccc(Cl)c2)nc2ccncc21,?,.,.,-10%,?,.,5%,.,-23%
Cc1cccc(C)c1OCC(=O)NNC(=O)Nc1ccc(Cl)cc1,6%,-9,-6%,7%,22%,.,-23%,3%,i
CC(C)N1CCN(Cc2coc3ccccc3c2=O)CC1CCO (configuration not stated),-7%,3,-2%,-14%,25%,i,-3%,-2%,?
Cc1ccc(C(=O)O)cc1NC(=O)CCc1ccccc1,11%,7,1%,-3%,-12%,i,-23%,-1%,-5%
CC(C)C(=O)Nc1cccc(COc2cccc(CN(Cc3ccccc3)C(=O)OC(C)(C)C)c2)c1,?,73,-9%,-2%,13%,i,12%,8%,-12%
COc1ccc(NC(=O)c2ccc(C(=O)c3ccccc3)o2)cc1,10%,7,-1%,-2%,7%,i,6%,4%,-27%
O=C(CCn1cccc(C(F)(F)F)c1=O)Nc1cccc(C(F)(F)F)c1,-19%,11,-3%,-1%,10%,i,-20%,4%,i
COc1ccc([C@@H]2CC=C(C(=O)O)[C@H](c3cccc(Cl)c3)N2S(=O)(=O)c2ccccc2C)cc1,?,-26,4%,8%,6%,i,12%,-5%,-12%
c1cc(-c2cnc3cccnn23)c2cccnc2c1,?,2,4%,0%,-24%,i,-1%,-9%,-20%
Cc1cc(C)n2cc(CSc3nncn3C)nc2n1,-5%,-8,-7%,-9%,-14%,i,10%,0%,-13%
Cc1cc(C)c(S(=O)(=O)c2cccc(Br)c2C)c(=O)[nH]1,24%,5,-1%,-9%,15%,i,-18%,2%,-56%[inhibitor]
Nc1ncnc2c1ncn2C1CCCC(CO)O1 (configuration not stated),0%,-6,-1%,2%,-15%,i,21%,2%,i
OCCCNCc1cccc2ccccc12,-4%,-11,-5%,10%,-12%,i,3%,-5%,i
COc1ccccc1CNC(=O)CCCC(=O)n1nc(C)c2ccccc21,7%,-6,13%,15%,13%,i,?,18%,-5%
O=S(=O)(c1ccccc1)N1N=C(c2ccccc2)CC1c1ccccc1 (configuration not stated),-24%,5,1%,-14%,13%,i,21%,8%,i
CC(C(=O)N1CCN(Cc2ccc3c(c2)OCO3)CC1)n1cc([N+](=O)[O-])cn1 (configuration not stated),4%,1,-2%,7%,-9%,i,-6%,8%,-5%
Cc1cc(C)c(S(=O)(=O)N2CCCC2)c(C)c1,?,14,1%,11%,-19%,i,-1%,9%,-2%
CCN1C(C)=C(C)S/C1=C1\SC(=S)N(NC(C)=O)C1=O,8%,-10,-7%,4%,4%,i,-20%,7%,-7%
C=CCn1c(SCC(=O)Nc2ccc3c(c2)OCO3)nnc1-c1ccccc1OC,?,0,0%,3%,10%,i,19%,5%,0%
CC1=C(C(=O)N2CCCC(N3CCN(c4ccccc4F)CC3)C2)OCCO1 (configuration not stated),-13%,-2,7%,10%,4%,i,20%,7%,-43%[inhibitor]
CCN1C(=O)Cc2cc(S(=O)(=O)N3CCOCC3)ccc21,7%,16,-4%,2%,21%,i,-7%,-6%,-5%[57.5 µM]
COc1cc2c(C(=O)N3CCOCC3)c(CSc3ccccc3)n(C)c2cc1Br,?,8,0%,7%,?,i,23%,-3%,-12%
Cn1c(SCC(=O)NCc2ccccc2)nnc1-c1ccc(NC(=O)CCc2ccccc2)cc1,11%,-23,-21%,3%,13%,i,-27%,-2%,i

# For convenience, some entries already given:
SMILES,GLP1R inv ag,D3 antag,aSyn rescue,Abeta rescue,FUS suppressor,pAkt inh,TDP-43 yeast inh,GLP-1R agonist,PTHR1 ag
C=CCNC(=O)COC(=O)COc1ccc(Cl)cc1C,2%,-13,2%,7%,17%,i,-8%,2%,i
O=C(N=Nc1c(O)n(Cc2ccccc2)c2ccccc12)c1ccc(O)cc1,9%,-2,1%,-16%,.,i,?,10%,-20%
O=C(Nc1ccnn1C1CCN(C(=O)c2ccc(Cl)c(F)c2)CC1)C1CCOC1 (configuration not stated),-23%,-11,-2%,10%,.,i,-2%,2%,-17%
Cc1cccc(S(=O)(=O)c2cn(Cc3ccccc3)c3cc(N4CCCCC4)c(F)cc3c2=O)c1,-2%,.,.,-6%,21%,.,15%,.,i
